Wee1 stabilizer = blocks degradation of human Wee1 kinase. HeLa Luc-Wee1K328M stability, luciferase luminescence; 100% = proteasome inhibitor MG132 effect. reporter increase, % at 5 µM. 220,000 tested, 1.2% active;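 active means activation above the mean of all tested compounds plus 3 SD, set per screening run, cut at about 8.8% in these data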;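 further: cells exposed to compound for 20 h before luminescence read; 0% = DMSO alone and 100% = MG132 at 30 µM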
eIF4E 4G PPI = inhibitors of eIF4E and eIF4G interaction in translation initiation. P63073+Q04637. TR-FRET eIF4E-eIF4GI(517-606) binding, 2 h. inhibition, % at 21.7 µM. 220,000 tested, 0.37% active;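 active means inhibition above about 30%, limit read from the data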;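 further: 0% = full FRET control wells and 100% = background wells lacking eIF4GI fragment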
Target sequence (P63073 whole entry, looked up, the tested form may be a part): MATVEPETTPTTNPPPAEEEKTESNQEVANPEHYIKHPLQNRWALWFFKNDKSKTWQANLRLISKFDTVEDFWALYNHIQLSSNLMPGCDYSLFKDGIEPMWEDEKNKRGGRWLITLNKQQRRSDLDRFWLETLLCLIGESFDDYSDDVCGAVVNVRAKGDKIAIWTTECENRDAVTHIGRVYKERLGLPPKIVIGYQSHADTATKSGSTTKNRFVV
Target sequence (Q04637 whole entry, looked up, the tested form may be a part): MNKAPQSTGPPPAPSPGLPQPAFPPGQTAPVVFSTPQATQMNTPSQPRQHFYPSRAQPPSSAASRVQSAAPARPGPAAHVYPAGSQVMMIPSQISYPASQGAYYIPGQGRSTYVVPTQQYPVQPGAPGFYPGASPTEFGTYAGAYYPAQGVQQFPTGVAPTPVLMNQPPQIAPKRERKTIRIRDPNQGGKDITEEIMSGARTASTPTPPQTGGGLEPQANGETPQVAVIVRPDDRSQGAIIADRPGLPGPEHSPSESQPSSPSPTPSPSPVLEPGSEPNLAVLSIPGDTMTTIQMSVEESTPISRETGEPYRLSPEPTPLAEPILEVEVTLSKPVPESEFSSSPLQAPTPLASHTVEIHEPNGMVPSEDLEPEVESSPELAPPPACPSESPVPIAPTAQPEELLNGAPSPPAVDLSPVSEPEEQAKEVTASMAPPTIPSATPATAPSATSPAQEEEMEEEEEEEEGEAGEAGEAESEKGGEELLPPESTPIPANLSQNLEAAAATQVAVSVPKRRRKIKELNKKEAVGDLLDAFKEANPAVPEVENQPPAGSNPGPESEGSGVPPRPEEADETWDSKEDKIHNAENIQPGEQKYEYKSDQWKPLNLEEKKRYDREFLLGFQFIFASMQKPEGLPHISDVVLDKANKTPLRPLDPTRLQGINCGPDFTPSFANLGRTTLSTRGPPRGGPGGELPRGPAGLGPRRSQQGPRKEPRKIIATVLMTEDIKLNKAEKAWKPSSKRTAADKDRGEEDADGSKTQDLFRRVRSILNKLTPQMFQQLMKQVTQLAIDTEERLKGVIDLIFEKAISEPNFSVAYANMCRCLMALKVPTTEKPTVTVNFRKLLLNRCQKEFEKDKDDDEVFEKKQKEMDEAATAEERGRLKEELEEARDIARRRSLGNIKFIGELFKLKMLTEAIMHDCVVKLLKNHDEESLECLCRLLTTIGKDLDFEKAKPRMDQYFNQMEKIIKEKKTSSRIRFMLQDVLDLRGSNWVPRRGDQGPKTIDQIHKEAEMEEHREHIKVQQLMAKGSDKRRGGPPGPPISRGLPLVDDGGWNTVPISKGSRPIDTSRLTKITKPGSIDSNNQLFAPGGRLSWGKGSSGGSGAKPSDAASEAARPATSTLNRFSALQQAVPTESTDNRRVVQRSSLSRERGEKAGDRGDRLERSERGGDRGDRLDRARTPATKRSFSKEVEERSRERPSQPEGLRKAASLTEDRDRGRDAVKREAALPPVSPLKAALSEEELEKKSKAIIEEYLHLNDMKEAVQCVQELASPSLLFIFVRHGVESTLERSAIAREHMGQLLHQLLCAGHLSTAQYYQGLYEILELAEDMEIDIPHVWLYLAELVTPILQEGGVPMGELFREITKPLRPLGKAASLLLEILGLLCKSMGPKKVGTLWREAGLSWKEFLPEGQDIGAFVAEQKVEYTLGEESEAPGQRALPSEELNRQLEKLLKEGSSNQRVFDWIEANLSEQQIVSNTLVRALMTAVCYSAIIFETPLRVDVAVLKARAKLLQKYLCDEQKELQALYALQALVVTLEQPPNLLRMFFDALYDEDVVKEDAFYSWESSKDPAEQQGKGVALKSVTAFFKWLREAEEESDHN
S1P4 ag = activates the human S1P4 receptor. S1P4-expressing cell line, agonist reporter assay. activation, % at 4.98 µM. O95977. AID 1509. 220,000 tested, 0.35% active; in the data active means activation above about 11%;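 further: 0% = DMSO vehicle and 100% = reference agonist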
Ba/F3 V617F tox = loss of viability in JAK2V617F-driven Ba/F3 cells | 220,000 tested, 1.1% active | Ba/F3 EpoR-JAK2V617F viability, ATP luminescence | inhibition, % at 5.6 µM | AID 1446;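 active means inhibition above the campaign mean plus 3 SD over all tested compounds, cut at about 24% in these data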;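 further: cytokine-independent growth of Ba/F3 cells driven by EpoR plus mutant JAK2; 0% = DMSO-treated cells and 100% = JAK inhibitor I control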
NPY-Y2 PAM-ag = potentiators or agonists of human neuropeptide Y receptor Y2 | P49146 | cells expressing NPY-Y2, potentiator/agonist read-out | activation, % at 3.6 µM | 220,000 tested, 0.45% active; in the data active means activation above about 27%;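 further: cells stimulated with NPY near EC25 plus isoproterenol at EC100; 0% = vehicle plus submaximal agonist and 100% = vehicle plus saturating agonist; some results beyond the cut were filed as inactive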
S1P4 antag = blocks the human S1P4 receptor | 220,000 tested, 0.26% active | S1P4-expressing cells, antagonist mode, reporter read-out | AID 1510 | O95977 | inhibition, % at 4.98 µM; in the data active means inhibition above about 29%;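 further: 0% = wells stimulated with agonist and 100% = vehicle wells without agonist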
Mdm2 ligase inh = inhibitors of human Mdm2 E3 ubiquitin ligase. AID 1230. cell-based MDM2 ubiquitination luciferase reporter, 2 h; 0 = plate control, 100 = twice control, blank-subtracted. 210,000 tested, 0.11% active. signal enhancement, % at 5 µM;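 active means signal enhancement of 30% or more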;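 further: luminescence tracks abundance of the self-degrading MDM2-luciferase fusion protein; higher signal means inhibition of MDM2 E3 ligase activity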
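Material: stable MDM2–luciferase fusion reporter cells / Quantity: 2000 cells/well / Dosing: single 5 µM compound dose, 0.2% final DMSO / Buffer or medium: DMEM / Schedule: 4 h cell settling then 2 h compound exposure, 37 °C / Detection: luminescence with SteadyLite reagent, 15 min at room temperature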
BaF3 tox = counter-screen for JAK2V617F inhibitors: parental Ba/F3 viability inhibitors; CellTiter-Glo ATP luminescence; inhibition, % at 5.6 µM; 220,000 tested, 1.1% active;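 active means inhibition above a per-campaign cutoff, the mean inhibition of all tested compounds plus 3 SD, cut at about 27% in these data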;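 further: 0% = DMSO wells and 100% = JAK Inhibitor I control wells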
PERK inh = human PERK inhibition, primary cell-based screen; Q9NZJ5; 220,000 tested, 0.17% active; inhibition, % at 5.6 µM; CHO PERK-DD fusion, SEAP luminescence translation reporter;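 active means inhibition above the mean inhibition of all tested compounds plus 3 SD, set separately per screening campaign, cut at about 2.9% in these data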;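 further: PERK kinase domain activated by AP20187 dimerizer at 100 nM; 0% = DMSO with dimerizer and 100% = rapamycin at 8.4 µM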
Starred values were filed as active, the others as inactive; nt = not tested or not shown; [ ] = another dose, or the depositor's remark.

[1] CSc1nc(Cc2ccccc2)nc2ccccc12
[2] OCCC1CN(C2CCN(c3ccccc3)CC2)CCN1Cc1ccc(F)c(F)c1 (stereo not drawn)
[3] CCn1c(=O)c2ccccc2n2c(SCC(=O)NCc3cccs3)nnc12
[4] N#Cc1ccc(Cn2c(=O)c(C#N)c3n(c2=O)CCC3)cc1
[5] NC(=S)N/N=C/c1ncc(C(F)(F)F)cc1Cl
[6] Cc1ccc(S(=O)(=O)NCCC(=O)Nc2nccs2)cc1
[7] CC1(C)Cc2c(sc3c2C(=O)N(c2ccccc2)C2=NCCN23)CS1
[8] Cc1noc(NS(=O)(=O)c2ccc(N/C=C\C(=O)c3cccc4ccccc34)cc2)c1C
Compound	1	2	3	4	5	6	7	8
Wee1 stabilizer	-4	3	-2	-2	1	-1	-2	1
PERK inh	-0.3	-0.4	-0.4	-0.4	0.5	1.2	-0.4	0.3
Mdm2 ligase inh	3	-8	-2	2	-11	-11	7	5
S1P4 antag	1	-18	-3	-7	0	-5	-1	-1
eIF4E 4G PPI	0	0	-12	4	8	-3	-4	1
Ba/F3 V617F tox	8	1	0	-1	1	-1	1	2
NPY-Y2 PAM-ag	-18	-14	11	2	2	-1	5	-21
BaF3 tox	10	11	1	4	-5	1	2	9
S1P4 ag	-2.6	-1.3	-0.3	0.9	0.2	-0.8	1.1	-0.4

[9] COC(=O)c1c(NC(=O)CN2CCN(c3ccccc3OC)CC2)c2cc(C)ccc2n1C
[10] O=c1[nH]c(-c2ccccn2)cc2ccccc12
[11] Cc1ccc(CN2CCN(Cc3c(C)nn(-c4ccc(F)cc4)c3C)CC2CCO)o1 (stereo not drawn)
[12] CC(=O)N1CCc2cc(S(=O)(=O)Nc3cccc(C(F)(F)F)c3)ccc21
[13] CN(C)c1cccc(C(=O)OC(C(=O)Nc2ccc(Cl)cc2C(F)(F)F)c2ccccc2)c1 (stereo not drawn)
[14] Cc1ccc(/C(O)=C2\C(=O)C(=O)N(Cc3cccnc3)C2c2ccccc2[N+](=O)[O-])cc1 (stereo not drawn)
[15] COc1cc(/C=N/Nc2ccc(C(F)(F)F)cn2)cc(OC)c1O
[16] O=C(CCCN1C(=O)c2cccc3cccc(c23)C1=O)N1CCN(c2ccccc2)CC1
Compound	9	10	11	12	13	14	15	16
Wee1 stabilizer	-1	-1	-1	-2	1	4	5	-1
PERK inh	-0.6	0.4	-0.9	-1.5	0.3	0.4	0.3	-0.1
Mdm2 ligase inh	-3	-4	-15	-16	-12	8	-20	-13
S1P4 antag	-17	-20	4	-3	-8	0	3	-6
eIF4E 4G PPI	5	5	3	2	-2[fluorescence artefact?]	17[fluorescence artefact?]	3	3
Ba/F3 V617F tox	1	-2	4	2	-4	0	-2	-1
NPY-Y2 PAM-ag	5	6	-16	11	16	10	7	4
BaF3 tox	6	4	4	12	-2	5	2	7
S1P4 ag	1.5	1.2	-1.0	2.1	-1.1	-1.7	-1.1	-1.4

Screen by screen, quoted from above.
Compounds 2–13 in S1P4 antag: -18, -3, -7, 0, -5, -1, -1, -17, -20, 4, -3, -8
Compounds 2–13 in Mdm2 ligase inh: -8, -2, 2, -11, -11, 7, 5, -3, -4, -15, -16, -12
Compounds 2–13 in S1P4 ag: -1.3, -0.3, 0.9, 0.2, -0.8, 1.1, -0.4, 1.5, 1.2, -1.0, 2.1, -1.1

The listing continues.
[17] CCOC(=O)CSc1nc2ccc(NC(=O)CSc3nnnn3Cc3ccccc3)cc2s1
[18] Cc1ccc(/C=C/C(=O)NC(=S)N2CCN(C)CC2)cc1
[19] CC(=O)NS(=O)(=O)c1ccc(NS(=O)(=O)c2ccc(F)cc2)cc1
[20] CCOc1ccccc1-n1c(SCC(=O)N2CCCc3ccccc32)nnc1-c1cccnc1
[21] CCOC(=O)c1cccc(Nc2ncnc3ccccc23)c1
[22] Cc1cccc(NC(=S)NNC(=O)CCn2nc(C)c([N+](=O)[O-])c2C)c1
[23] Cc1ccc(NC(=O)c2cc(S(=O)(=O)Nc3ccc(C)cc3)cs2)cc1
[24] C=C1c2cc(C)ccc2NC(=O)N1c1ccccc1
Compound	17	18	19	20	21	22	23	24
Wee1 stabilizer	3	0	2	0	3	-2	-2	-1
PERK inh	1.1	0.0	1.5	-0.8	-0.6	-0.2	0.5	0.7
Mdm2 ligase inh	10	-5	-13	nt	9	-7	nt	-3
S1P4 antag	7	-18	21	-15	-2	1	-19	8
eIF4E 4G PPI	0	-3	3[fluorescence artefact?]	-2	11	-5	nt	3
Ba/F3 V617F tox	-3	-5	2	-3	-1	0	0	0
NPY-Y2 PAM-ag	99*	2	0	11	4	-3	43*	20
BaF3 tox	1	3	1	-1	2	3	7	-1
S1P4 ag	-0.2	2.3	0.7	2.0	-1.2	0.5	0.2	1.7

[25] COC(=O)c1ccccc1NC(=O)CSc1n[nH]c(CC(C)C)n1
[26] N#Cc1c(NC(=O)COC(=O)c2ccc(F)cc2)sc2c1CCC2
[27] Cc1ccc(NC(=O)c2ccc(OCC3CCCO3)cc2)cc1 (stereo not drawn)
[28] NC(=O)c1ccc[n+](CC(=O)c2ccc(Br)cc2)c1
[29] Cc1cnc(C)c(N2CCC(C(=O)NCc3ccco3)CC2)n1
[30] O=C(COc1ccc(/C=N/NS(=O)(=O)c2ccccc2)cc1)Nc1cccc(Cl)c1
[31] O=C1c2ccccc2CC1(Cc1ccccc1)Cc1ccccc1
[32] CCN(CC)C(=O)C(=O)Nc1cccc(Br)c1
Compound	25	26	27	28	29	30	31	32
Wee1 stabilizer	-1	-4	1	-1	-3	3	-2	5
PERK inh	0.9	1.4	0.6	-0.2	0.4	1.6	-0.9	0.1
Mdm2 ligase inh	-8	-1	-30	-13	-6	-5	-2	-13
S1P4 antag	-4	-18	-30	2	1	-2	3	1
eIF4E 4G PPI	5	-6	2	-6	2	3[fluorescence artefact?]	3	2
Ba/F3 V617F tox	1	-2	-3	-1	0	-2	1	-1
NPY-Y2 PAM-ag	-3	1	11	-4	5	8	-18	-2
BaF3 tox	9	4	2	5	6	5	3	8
S1P4 ag	-1.5	0.0	0.7	-0.8	-2.1	-0.4	0.2	-1.5

[33] CCOC(=O)Cn1c(C)cc(=O)c2cccc(C)c21
[34] CCCn1nnnc1NCc1ccc(F)cc1
[35] CC(=O)c1cccc(NC(=O)NCCS(C)=O)c1 (stereo not drawn)
[36] N#CC(C#N)=C1C=C2C=C(N3CCOCC3)CCC2CC1 (stereo not drawn)
[37] Cn1c(-c2ccc3c(c2)OCO3)cnc1NCc1cccc(O)c1
[38] CC(=O)/C(C#N)=C1\NC(=O)C(Cc2ccccc2C)S1 (stereo not drawn)
[39] CCN(CC)C(=O)CSc1nc2ccc(NC(=O)CSc3nccn3C)cc2s1
[40] Cc1ccccc1C(=O)NC1CC(C)(C)NC(C)(C)C1
Compound	33	34	35	36	37	38	39	40
Wee1 stabilizer	-1	-3	-2	0	-4	-3	-4	-4
PERK inh	0.4	0.0	0.2	0.6	-0.3	0.5	-1.2	0.8
Mdm2 ligase inh	-1	-53	0	-14	2	-13	-16	-52
S1P4 antag	-15	-19	-15	1	-3	14	-10	10
eIF4E 4G PPI	0	-1	-4[fluorescence artefact?]	1	4	3	2	11
Ba/F3 V617F tox	-2	-1	-3	-6	3	4	4	-2
NPY-Y2 PAM-ag	-15	-8	5	9	-23	-6	8	-2
BaF3 tox	-2	1	0	-1	90*	9	5	2
S1P4 ag	5.2	0.9	-0.3	-1.1	1.8	-0.3	-1.1	0.4

[41] Cc1cccc(N2C(=O)c3ccc(C(=O)Nc4c[nH]c(=O)[nH]c4=O)cc3C2=O)c1
[42] Cc1cc(Br)ccc1NC(=S)N1CCOCC1
[43] COC(=O)c1ccc(Nc2cc(C)nc(-c3ccccc3O)n2)cc1
[44] Cc1cccc(C(=O)O/N=C2/CC3CCC2(C)C3(C)C)c1 (stereo not drawn)
[45] O=C(O/N=C(\c1ccccc1)c1ccccn1)c1cccc2ccccc12
Compound	41	42	43	44	45
Wee1 stabilizer	-3	-1	-4	5	0
PERK inh	1.4	1.0	1.0	1.3	-0.2
Mdm2 ligase inh	nt	3	nt	-8	-8
S1P4 antag	4	-13	-11	-6	-6
eIF4E 4G PPI	2	-4	-32[fluorescence artefact?]	-2	4[fluorescence artefact?]
Ba/F3 V617F tox	-7	-3	-5	-5	1
NPY-Y2 PAM-ag	-1	8	-8	-7	28
BaF3 tox	-4	-7	0	-1	12
S1P4 ag	-1.5	-1.2	2.1	0.8	0.7

Filtered by structure, the entries above with an aryl thioether with sulfur outside any ring
[1] CSc1nc(Cc2ccccc2)nc2ccccc12
[3] CCn1c(=O)c2ccccc2n2c(SCC(=O)NCc3cccs3)nnc12
[17] CCOC(=O)CSc1nc2ccc(NC(=O)CSc3nnnn3Cc3ccccc3)cc2s1
[20] CCOc1ccccc1-n1c(SCC(=O)N2CCCc3ccccc32)nnc1-c1cccnc1
[25] COC(=O)c1ccccc1NC(=O)CSc1n[nH]c(CC(C)C)n1
[39] CCN(CC)C(=O)CSc1nc2ccc(NC(=O)CSc3nccn3C)cc2s1
Compound	1	3	17	20	25	39
Wee1 stabilizer	-4	-2	3	0	-1	-4
PERK inh	-0.3	-0.4	1.1	-0.8	0.9	-1.2
Mdm2 ligase inh	3	-2	10	nt	-8	-16
S1P4 antag	1	-3	7	-15	-4	-10
eIF4E 4G PPI	0	-12	0	-2	5	2
Ba/F3 V617F tox	8	0	-3	-3	1	4
NPY-Y2 PAM-ag	-18	11	99*	11	-3	8
BaF3 tox	10	1	1	-1	9	5
S1P4 ag	-2.6	-0.3	-0.2	2.0	-1.5	-1.1

Screens: PubChem, several laboratories
